Screening results (PubChem BioAssay)
PolyA inh – polyadenylation inhibitors in yeast reporter cells, primary screen, luminescence, S. cerevisiae. S. cerevisiae SKY197-pL101 polyadenylation reporter, beta-gal luminescence; efflux-impaired pdr1/pdr3 knockout yeast; score 100 = 6 SD above DMSO. calls only at 12 µM. hit rate 0.02% among 300,000;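 active means lowest replicate activity score at least 50, where 100 means six control SD above control mean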;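 further: yeast exposed to compound for 9 h at 30 °C; higher score means more reporter readthrough which indicates perturbed polyadenylation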
TRPC4 inh – inhibitors of mouse TRPC4 channel, primary screen, Fluo4 calcium, HEK293 TRPC4beta/mu-opioid cells; DAMGO-evoked Fluo4 calcium flux; stronger effect = lower value; hit rate 0.39% among 300,000; Short transient receptor potential channel 4 (Mus musculus), Q9QUQ5; B-score at 10 µM;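 active means B-score over 3 SD under the library average, no early fluorescence shift, positive overall ratio signal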
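Assay system: Stable TRPC4beta/mu-opioid receptor HEK293 cells | Reagent: DAMGO in two steps, submaximal then maximal | Compound dosing: Single concentration per test compound | Signal: Fluo4 Ca2+ flux fluorescence | Evaluation: Per-well B score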
TRPC4 potent – positive allosteric modulators of TRPC4, primary screen, cell-based, mouse TRPC4beta, HEK293 mu-opioid, Fluo-4 calcium. DAMGO EC20, Fluo-4 Ca2+ flux; stronger effect = higher value. hit rate 0.42% among 310,000. B-score at 10 µM;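 active means B-score of calcium response area above 5 SD of library B-scores, with initial fluorescence ratio within 5 SD of library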;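 further: B-score of integrated fluorescence ratio over time as area under calcium response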
TRPC4 act – activators of mouse TRPC4 channel, primary screen, Fluo4 calcium, HEK293 TRPC4beta/mu-opioid cells. Short transient receptor potential channel 4 (Mus musculus), Q9QUQ5. Fluo4 calcium fluorescence; stronger effect = higher value. B-score at 10 µM. hit rate 0.49% among 310,000;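 active means B-score above 5 SD of library B-scores, and initial fluorescence ratio not above library mean plus 5 SD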;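 further: positive B-score marks a calcium rise read as TRPC4 activation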
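Technique: kinetic Fluo4 calcium fluorescence; Test system: TRPC4beta and mu-opioid receptor HEK293 stable cells; Measure: B-scored integrated calcium fluorescence ratio; Benchmarks: low control buffer alone, high control maximal DAMGO; Schedule: 45 min room-temperature Fluo4 loading, 110 s read.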
TRPC6 activator – mouse TRPC6 channel activators, primary screen, cell-based, HEK293, membrane potential dye | hit rate 0.13% among 310,000 | HEK293-TRPC6 membrane potential dye fluorescence; stronger effect = higher value | B-score at 10 µM;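 active means B-score of the integrated fluorescence ratio above library mean plus 3 SD, and starting fluorescence ratio within library mean plus 5 SD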;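 further: higher score means more depolarization so channel activation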
MrgX1 antag – antagonists of human MrgX1 receptor, primary screen, HEK293 cells, Fluo-4 calcium flux. Mas-related G-protein coupled receptor member X1 (Homo sapiens), Q96LB2. B-score at 10 µM. AID 588676, 2011. BAM8-22 antagonism; stronger effect = lower value. hit rate 1.3% among 310,000;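 active means calcium-response B-score plate-corrected more than 3 library SD below zero, starting fluorescence within 5 deviations, no agonist response on first addition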;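 further: peak minus trough fluorescence over baseline after final BAM8-22 challenge near maximal dose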
Target sequence (Q96LB2 whole entry, looked up): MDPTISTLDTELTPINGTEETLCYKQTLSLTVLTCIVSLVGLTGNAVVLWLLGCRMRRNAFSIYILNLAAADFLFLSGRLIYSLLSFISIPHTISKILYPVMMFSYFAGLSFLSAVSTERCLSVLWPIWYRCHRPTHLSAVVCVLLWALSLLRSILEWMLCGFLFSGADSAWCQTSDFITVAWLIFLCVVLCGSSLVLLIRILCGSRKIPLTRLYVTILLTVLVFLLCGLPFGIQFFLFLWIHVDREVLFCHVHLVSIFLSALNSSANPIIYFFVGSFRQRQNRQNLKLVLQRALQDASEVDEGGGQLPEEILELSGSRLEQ
AI-2 QS modul – Vibrio harveyi AI-2 quorum sensing modulators, primary screen, JMH597 strain, luminescence/OD600 ratio. activity change, % at 7.5 µM. hit rate 0.4% among 300,000. Vibrio harveyi JMH597 AI-2 luminescence/OD600 ratio, 9 h; stronger effect = lower value; strain lacks LuxN and CqsS sensors; 0 = neutral-control median. AID 2094, 2009; in the data active means activity change below about -75%, passing the limit was not always enough;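 further: luminescence divided by OD600 gain over 9 h not by final OD600 alone; inactives centre near 13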
MrgX1 ag – agonists of human MrgX1 receptor, primary screen, HEK293 cells, Fluo-4 calcium flux; Fluo-4 calcium fluorescence, agonist mode; stronger effect = higher value; B-score at 10 µM; hit rate 0.44% among 310,000; AID 588627, 2011;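 active means calcium response B-score plate-corrected fluorescence ratio at least 3 library SD, with starting fluorescence B-score inside 5 SD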
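Material: MrgX1-expressing HEK293 cells; input: 15,000 cells per well; doses: test compound given as first of three sequential additions; schedule: overnight plating before 1 h dye loading; technique: Fluo-4 NW calcium-flux fluorescence, kinetic read; evaluation: baseline-normalised fluorescence change ratio, B-scored; control set: plate-wise positive and negative controls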
MrgX1 allo act – positive allosteric modulators of MrgX1, primary screen, HEK293 cells, Fluo-4 calcium flux | Mas-related G-protein coupled receptor member X1 (Homo sapiens), Q96LB2 | hit rate 0.63% among 310,000 | AID 588675, 2011 | B-score at 10 µM | FDSS; stronger effect = higher value;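 active means plate-corrected calcium response at least 3 library SD above typical, normal starting fluorescence, not activating the receptor alone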;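 further: compound read alongside a low EC10 to EC30 dose of BAM8-22 agonist; peak minus trough fluorescence over baseline measured at the second addition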
HIF act – HIF pathway transcriptional activators, primary screen, cell-based, U2OS HRE-luciferase, luminescence | U2OS HRE-luciferase reporter; normalized: DMSO 0%, desferrioxamine 100% | activation, % at 7.5 µM (by protocol) | AID 1910, 2009 | hit rate 0.32% among 300,000;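 active means mean activation of at least 10% of the iron chelator positive control signal, with at least half of replicates also reaching 10%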
TRPC6 inh – mouse TRPC6 channel inhibitors, primary screen, cell-based, HEK293, membrane potential dye | ACh-evoked depolarization; stronger effect = lower value | B-score at 10 µM | Short transient receptor potential channel 6 (Mus musculus), Q61143 | hit rate 1.1% among 310,000;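 active means B-score under library mean minus 3 SD, initial fluorescence not abnormally high, positive integrated signal ratio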;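 further: B-score derived from integrated fluorescence ratio over the kinetic read; more negative B-score means stronger inhibition of depolarization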
An asterisk follows results filed as active; i = inactive; x = not tested or not shown.

| structure | PolyA inh | TRPC4 inh | TRPC4 potent | TRPC4 act | TRPC6 activator | MrgX1 antag | AI-2 QS modul | MrgX1 ag | MrgX1 allo act | HIF act | TRPC6 inh |
| --- | --- | --- | --- | --- | --- | --- | --- | --- | --- | --- | --- |
| O=C(COc1ccccc1[N+](=O)[O-])N1CCN(S(=O)(=O)c2ccccc2)CC1 | i | i | i | i | i | i | 1 | i | i | 0.0 | i |
| O=C(NCCCO)C(=O)c1c(-c2ccccc2)cc2ccccn12 | i | i | i | i | i | i | 31 | i | i | -0.4 | i |
| Cc1csc2nc(CNS(=O)(=O)N(C)C)cn12 | i | i | i | i | i | i | 16 | i | i | 0.5 | i |
| Cc1ccc(S(=O)(=O)NCCCCC(NC(=O)OC(C)(C)C)C(=O)O)cc1 (stereo unspecified) (tested in a mixture with another compound) | i | i | i | i | i | i | 6 | i | i | 0.0 | i |
| CC(c1ccccc1)C1CC(=O)N(C2CCCCC2)C1=O (stereo unspecified) | i | i | i | i | i | i | 14 | i | i | -1.2 | i |
| CSc1ccc(S(=O)(=O)NCC(=O)OCC(=O)NCc2ccco2)cc1[N+](=O)[O-] | i | i | i | i | i | i | 26 | i | i | -0.3 | i |
| COC(=O)c1cc(S(=O)(=O)NCc2cccc(OC)c2)cn1C | i | i | i | i | i | i | 8 | i | i | 0.0 | i |
| CC1=C(C(=O)OCc2ccccc2)C(c2ccccc2OS(=O)(=O)c2ccc(C)cc2)NC(=O)N1CCCC(=O)O (stereo unspecified) | i | i | i | i | i | i | 10 | i | i | -0.1 | i |
| COc1cc(/C=N/NC(=O)C2c3ccccc3Oc3ccccc32)ccc1O | i | i | i | i | i | i | 22 | i | i | 0.0 | i |
| O=c1[nH]c2cc3c(cc2cc1C(c1nnnn1CC1CCCO1)N1CCCCCC1)OCCO3 (stereo unspecified) | i | i | i | i | i | i | 25 | i | i | -0.7 | i |
| COc1ccc(-c2cc3c(=O)n(CC(=O)N4CCCC4)ncn3n2)cc1 | i | i | i | i | i | i | 21 | i | i | 0.5 | i |
| COc1ccccc1-c1nc2ccccc2nc1-c1ccccc1 | i | i | i | i | i | i | 0 | i | 9* | -0.2 | i |
| CS(=O)(=O)CCC(C(=O)N1CCOCC1)N1C(=O)c2cc(Cl)c(Cl)cc2C1=O (stereo unspecified) | i | i | i | i | i | i | 32 | i | i | 0.1 | i |
| CCOC(=O)c1c(C)[nH]c(C(=O)COC(=O)C23CC4CC(CC(Cl)(C4)C2)C3)c1C | i | i | i | i | i | i | 20 | i | i | 0.0 | i |
| CCOC(=O)C1=C(C)N=c2s/c(=C3/C(=O)Nc4ccccc43)c(=O)n2C1c1ccc(C)cc1 (stereo unspecified) | i | i | i | i | i | i | 11 | i | i | 0.8 | i |
| CCOC(=O)c1c(CSc2nc(C)cc(C)c2C#N)n(C)c2cc(Br)c(OC(C)=O)cc12 | i | i | i | i | i | i | 11 | i | i | x | i |
| Cn1cnnc1SCC(=O)n1c2ccccc2c2ccccc21 | i | i | i | i | i | i | -3 | i | i | 0.0 | i |
| CCOc1ccc(CC(=O)OCn2nnc3ccccc3c2=O)cc1 | i | i | i | i | i | i | 13 | i | i | 0.0 | i |
| COc1ncnc2c1NC(=O)CS2 | i | i | i | i | i | i | 34 | i | i | -0.6 | i |
| CS(=O)(=O)N1CCC(C(=O)N2CCc3ccccc3C2)CC1 | i | i | i | i | i | i | 31 | i | i | -0.3 | i |

New compounds follow:
| structure | PolyA inh | TRPC4 inh | TRPC4 potent | TRPC4 act | TRPC6 activator | MrgX1 antag | AI-2 QS modul | MrgX1 ag | MrgX1 allo act | HIF act | TRPC6 inh |
| --- | --- | --- | --- | --- | --- | --- | --- | --- | --- | --- | --- |
| COC(=O)CN1CC(=O)N(c2ccccc2)C1=S | i | i | i | i | i | i | x | i | i | -0.3 | i |
| COc1ccc(C2NC(=O)CCC2[N+](=O)[O-])c(OC)c1 (stereo unspecified) | i | i | i | i | i | i | x | i | i | -1.4 | i |
| COc1ccc(-c2ccc(=O)[nH]n2)cc1 | i | i | i | i | i | i | 15 | i | i | -0.9 | i |
| Cn1ccc(C(=O)Nc2ccc3c(c2)OCCO3)n1 | i | i | i | i | i | i | -1 | i | i | 0.0 | i |
| COc1cc(S(=O)(=O)NCCCn2ccnc2)ccc1Cl | i | i | i | i | i | i | 27 | i | i | -17 | i |
| CCCC12CN3CC(C)(CN(C1)C3c1ccc(OC)cc1)C2=O (stereo unspecified) | i | i | i | i | i | i | 4 | i | i | -0.2 | i |
| O=C(CN1CCOCC1)Nc1ccc(F)cc1 | i | i | i | i | i | i | 15 | i | i | -26 | i |
| COCCCNC(=O)c1ccc(OC)c(OC2CCN(C(C)C)CC2)c1 | i | i | i | i | i | i | 9 | i | i | -0.2 | i |
| C=C1C(C(=O)Nc2ccc(OC)cc2)C1C(=O)Nc1ccc(OC)cc1 (stereo unspecified) | i | i | i | i | i | i | 16 | i | i | 0.2 | i |
| CCCN1CC=C2C(C#N)=C(N)C(C#N)(C#N)C(c3cc(OC)ccc3OC)C2C1 (stereo unspecified) | i | i | i | i | i | -7.1* | 30 | i | i | -1.5 | i |
| CC(=O)N/C(=C/c1ccc(OS(=O)(=O)c2ccc(C)cc2)cc1)C(=O)NCCO | i | i | i | i | i | i | 23 | i | i | 0.3 | i |
| Cc1ccccc1C(=O)NC(=S)Nc1ccc(Cc2ccncc2)cc1 | i | i | i | i | i | i | 23 | i | i | 0.5 | i |
| O=C(NC1CCN(C(=S)NCc2ccco2)CC1)C1CCCCC1 | i | i | i | i | i | i | 14 | i | i | -0.5 | i |
| O=C(NCCC(=O)N1CCC2(CC1)NCCc1[nH]cnc12)c1ccc(Br)cc1 | i | i | i | i | i | i | 4 | i | i | -0.2 | i |
| COc1ccccc1OCC(=O)Nc1cc(C(F)(F)F)ccc1-n1cncn1 | i | i | i | i | i | i | 17 | i | i | 0.4 | i |
| NC(=O)CC(NC(=O)Cc1ccc(Br)cc1)c1ccc(NCCc2ccc(F)cc2)c([N+](=O)[O-])c1 (stereo unspecified) | i | i | i | i | i | i | 10 | i | i | -0.9 | i |
| CC(C)Oc1ccc(CSc2nnc3n(C)c(=O)c4c5c(sc4n23)CCCC5)cc1 | i | x | i | i | i | i | 24 | i | i | 0.2 | i |
| COc1ccccc1NC(=O)CCCCC(=O)Nc1ccccc1OC | i | i | i | i | i | i | 3 | i | i | -0.1 | i |
| COc1ccc(-c2noc(CN(C)C(=O)CCN3C(=O)[C@H]4CC=CC[C@H]4C3=O)n2)cc1 | i | i | i | i | i | i | 15 | i | i | -0.1 | i |
| CCCCn1cnc2sc(-c3ccccc3)cc2c1=O | i | i | i | i | i | i | 30 | i | i | 5.2 | i |

Carrying on.
| structure | PolyA inh | TRPC4 inh | TRPC4 potent | TRPC4 act | TRPC6 activator | MrgX1 antag | AI-2 QS modul | MrgX1 ag | MrgX1 allo act | HIF act | TRPC6 inh |
| --- | --- | --- | --- | --- | --- | --- | --- | --- | --- | --- | --- |
| CCC(=O)NC(=S)Nc1ccc(N2CCOCC2)cc1 | i | i | i | i | i | i | 18 | i | i | 1.3 | i |
| CN1CCN(C(=O)c2ccccc2N(Cc2ccccc2)S(=O)(=O)c2ccccc2)CC1 | x | i | i | i | i | i | 16 | i | i | 0.1 | i |
| CCCN(CC(=O)Nc1ccccc1C)C(=O)COc1ccc2c(c1)CCC2 | i | i | i | i | i | i | 11 | i | i | 0.6 | i |
| COC(=O)c1c(NC(=O)COC(=O)CNC(=O)c2ccco2)sc(C)c1C | i | i | i | i | i | i | 23 | i | i | 0.4 | i |
| CCCOc1ccc(C(=O)NCC(C)(C)N2CCOCC2)cc1 | i | i | i | i | i | i | 17 | i | i | 1.2 | i |
| Nc1cc(C(=O)OCC(=O)NCc2ccc(F)cc2)ccc1Cl | i | i | i | i | i | i | 16 | i | i | -0.6 | i |
| COCCNc1nc2c(c(=O)n(Cc3ccc(OC)cc3)c(=O)n2C)n1C | i | i | i | i | i | i | 13 | i | i | -0.6 | i |
| CCc1cccc(C)c1NC(=O)c1cc(C)oc1C | i | i | i | i | i | i | 12 | i | i | -0.3 | i |
| CN1CCN(C(c2cccc(C(F)(F)F)c2)c2nnnn2C(C)(C)C)CC1 (stereo unspecified) | i | i | i | i | i | i | 9 | i | i | -0.3 | i |
| CC(Oc1ccc2ccc(=O)oc2c1)C(=O)NC(Cc1c[nH]c2ccc(O)cc12)C(=O)O (stereo unspecified) | x | i | i | i | i | i | 19 | i | i | -0.2 | i |
| CCOC(=O)C1=NNC2(CC(=O)N(c3cc(C)cc(C)c3)C2=O)C1 (stereo unspecified) | i | i | i | i | i | i | 11 | i | i | -0.4 | i |
| Cc1cccc(NC(=S)NCCN2CCOCC2)c1C | i | i | i | i | i | i | 19 | i | i | 0.0 | i |
| Cc1ccc(S(=O)(=O)Nc2ccccc2)cc1C(=O)N1CCCC1 | i | i | i | i | i | i | 12 | i | i | 0.0 | i |
| CN(CC(=O)NC1CC1)S(=O)(=O)c1ccc(Br)cc1 | i | i | i | i | i | i | 16 | i | i | 0.0 | i |
| CCOC(=O)C(C)(C)N(Cc1ccc(Cl)cc1)S(=O)(=O)c1ccc(Cl)c([N+](=O)[O-])c1 | i | i | i | i | i | i | 33 | i | i | -0.3 | i |
| COc1ccc(-n2c(SCC(=O)NCC3CCCO3)nc3n[nH]c(C)c3c2=N)cc1 (stereo unspecified) | i | i | i | i | i | i | 18 | i | i | x | i |
| FC(F)Oc1ccc(NC(=S)NC2CCSc3ccccc32)cc1 (stereo unspecified) | i | i | i | i | i | i | 7 | i | i | 0.4 | i |

Not all compounds are listed; count on the stated rates, not on these rows.
